HRP luminol no ALR = HRP/luminol detection interference without ALR, dose response, artefact control for ALR inhibitor project, biochemical, luminescence, no ALR or DTT; 15% of 2,500 active; HRP/H2O2 luminol luminescence counterscreen, no ALR; AC50 in µM for hits, for the others activity change, negative = inhibition, % at the top dose, mostly 10 µM;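 active = signal-lowering compounds whose fitted half-maximal concentration AC50 is no higher than ten times their top tested concentration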;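 note: 0% = median of neutral control wells and -100% = median of quercitin 100 µM wells; many of its hits are not listed in these tables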
Active calls of the source: *.

canonical_smiles	HRP luminol no ALR
Cc1ccc([N+](=O)[O-])cc1N=Nc1c(C)[nH]n(C(N)=S)c1=O	-0.5%
Cc1cc(-c2n[nH]c(=S)n2-c2ccc(C)c(C)c2)no1	-13%
COc1ccc(NC(=O)CNS(=O)(=O)c2ccc3nc(C)sc3c2)c(OC)c1	-0.2%
CCn1c(-c2ccc(N)cc2)nc2ccccc21	5.1%
O=C(c1ccccc1F)N1CCN=C1SCc1cccnc1	6.5%
CC(=O)N1CCC(=NNC(=O)c2cccs2)CC1	0.3%
CCNc1nc(OC)nc(N(OC)S(=O)(=O)c2ccc(C)cc2)n1	0.4%
COc1cc(/C=C2/C(=O)NN(c3ccc(Cl)c(Cl)c3)C2=O)cc([N+](=O)[O-])c1O	-4.5%
Oc1c(Cl)cc(Cl)cc1CNc1nc2ccccc2[nH]1	-1.8%
O=C(O)CCn1c2c(c3ccccc31)CCCC2	-8.9%
CC(=O)Nc1ccc(SCCN2CC[C@@H](C(C)(C)C)CCC2=O)cc1	1.6%
CC(NS(C)(=O)=O)C(c1cccs1)N1CCN(c2ccccc2)CC1 (stereo unspecified)	-0.5%
Cc1ccc(NC2CCCN(C(=O)c3cccs3)C2)cc1C (stereo unspecified)	-2.3%
O=C(O)c1ccccc1NC(=O)c1cc(-c2ccccc2)nc2ccccc12	-6.8%
Nc1cccc(/C=C/c2ccncc2)c1	-4.3%
CCC1(C)OC(=O)NN(c2ccc(C)cc2)C1(C)O (stereo unspecified)	0.1%

By substructure: those above with a thiophene ring, fused or not.
canonical_smiles	HRP luminol no ALR
CC(=O)N1CCC(=NNC(=O)c2cccs2)CC1	0.3%
CC(NS(C)(=O)=O)C(c1cccs1)N1CCN(c2ccccc2)CC1 (stereo unspecified)	-0.5%
Cc1ccc(NC2CCCN(C(=O)c3cccs3)C2)cc1C (stereo unspecified)	-2.3%

Of the compounds above, these contain a Cl atom.
canonical_smiles	HRP luminol no ALR
COc1cc(/C=C2/C(=O)NN(c3ccc(Cl)c(Cl)c3)C2=O)cc([N+](=O)[O-])c1O	-4.5%
Oc1c(Cl)cc(Cl)cc1CNc1nc2ccccc2[nH]1	-1.8%

Next part.
canonical_smiles	HRP luminol no ALR
c1ccc(CCCN2CCN(c3ccccc3)CC2)cc1	-2.5%
CC(=O)Nc1ccc(N2C(=O)CSC2c2ccccc2[N+](=O)[O-])cc1 (stereo unspecified)	-1.1%
CC1=NN2C(=N)/C(=C\c3cc(C)n(Cc4ccccc4)c3C)C(=O)N=C2S1	-1.3%
CCSc1nnc(NC(=O)C2CCCN(S(=O)(=O)c3cnc[nH]3)C2)s1 (stereo unspecified)	-0.8%
CC1CCc2sc(-c3n[nH]c(=S)o3)cc2C1 (stereo unspecified)	-6.1%
CC(C)CN1C(=O)c2ccc(C(=O)Nc3ccccc3C(=O)O)cc2C1=O	-11%
Cc1c(Br)c(=O)oc2c(Br)c(O)c(O)cc12	7.8µM*
CN(CCCNC(=O)c1cccc(N2CCCC2=O)c1)c1ccccc1	-1.8%
CC(=O)N/N=C/c1cc(C)n(-c2ccc(Br)cc2)c1C	-6.4%
Cc1cccc(NC(=O)C2CCN(S(=O)(=O)c3cccc4cccnc34)CC2)c1	-0.6%
Nc1nc(Nc2ccccc2)n[nH]1	-1.9%
CCN(CC)c1ccc(NC(=O)CN2CCN(c3ccc(F)cc3)CC2)cc1	-1.9%
N#Cc1c(N)n[nH]c1-c1cc2c([nH]1)CCCC2	-6.3%
CN(C)c1ccc(/C=C/c2cc[n+](C)cc2)cc1	-13%
COc1cccc(-n2c(CNC(=O)OC(C)(C)C)n[nH]c2=S)c1	4.6%
Nc1n[nH]c(N)c1N=Nc1ccc(F)cc1	-4.5%

The last 2 compounds of the section above lead into the next:
canonical_smiles	HRP luminol no ALR
COc1cccc(-n2c(CNC(=O)OC(C)(C)C)n[nH]c2=S)c1	4.6%
Nc1n[nH]c(N)c1N=Nc1ccc(F)cc1	-4.5%
CCc1c(C)c2cc(Cl)c(O)c(CN3CCCCC3)c2oc1=O	-0.1%
O=C1CCC(=O)N1CNc1ccc(Oc2ccccc2)cc1	0.9%
Cc1cc(N2CCN(c3ccccc3)CC2)nc(N)n1	1.9%
Cc1cc(C(=O)Nc2nnc(-c3ccccc3)s2)no1	4.7%
COc1ccc(N2C(=O)CSC2c2ccccc2)cc1 (stereo unspecified)	0.9%
CC1CN(c2ccccc2)NC1=O (stereo unspecified)	-3.4%
Cc1ccc(-c2c3c(=O)n(C)c(=O)n(C)c3cn2-n2cnnc2)cc1	-0.1%
CCSc1nnc(NC(=O)c2cccc(S(=O)(=O)N(C)c3ccccc3)c2)s1	1.0%
COc1ccc(N2CCN(C(=O)CCn3nnc4ccccc43)CC2)cc1	-4.9%
CC(=O)Nc1ccc(N=Cc2ccc[nH]2)cc1	-9.1%
O=c1oc(-c2ccc(F)cc2)nc2ccsc12	4.2%
Cc1cc(N/N=C/c2ccco2)c2ccccc2n1	-3.1%
COc1cccc(N2CCN(C(=O)C3CCCN(S(=O)(=O)c4cnc[nH]4)C3)CC2)c1 (stereo unspecified)	-0.3%
CC/C(C)=N/Nc1nc(-c2cc3cccc(OC)c3oc2=O)cs1	-2.0%
c1ccc(-c2nc(-c3ccco3)cs2)nc1	-2.1%
Nc1nc(N2CCN(c3cccc(Cl)c3)CC2)n[nH]1	0.1%
Cc1cc(NC(=O)C2CCCN(S(=O)(=O)c3cnc[nH]3)C2)ccc1Br (stereo unspecified)	0.0%
c1ccc2nc(N3CCCC3)c(N3CCCC3)nc2c1	-2.9%
Cc1cccc2nc(-c3cccnc3)c(Nc3ccccc3)n12	0.1%
CCc1[nH]nc(C(=O)N2CCCC(Nc3ccc(C(C)C)cc3)C2)c1C (stereo unspecified)	-2.3%
COc1ccc(C(=O)NCCNc2nc3ccc(C)cc3cc2C#N)cc1OC	-0.5%
O=C(NNC(=O)C1[C@H]2CCCC[C@@H]12)c1ccc(=O)oc1 (stereo partly specified)	-4.9%
Cc1cc(N2CCCC2)ccc1NC(=O)CN1C(=O)NC2(CCCCC2)C1=O	-5.5%
O=S1(=O)N=C(Nc2ccc(O)cc2)c2ccccc21	-7.3%
Cc1ccc2nc(C)cc(N/N=C/c3ccccc3O)c2c1	-1.9%
Oc1ccc(/C=N/n2cc(-c3ccccc3)[nH]c2=S)cc1	-5.0%
CCN(CC)c1ccc(NC(=O)C2CCCN(S(=O)(=O)c3cccnc3)C2)c(C)c1 (stereo unspecified)	-10%
O=C(CN1CCN(c2ccc(O)cc2)CC1)Nc1ccc(S(=O)(=O)N2CCCC2)cc1	-5.8%
CCN1C(=O)c2ccc(C(=O)Nc3ccc(O)cc3C)cc2C1=O	-11%
O=C1CCC(=O)N1c1ccc(CSc2nc3ccccc3[nH]2)cc1	-0.8%
Cc1ccc(-c2nc(C)sc2CC(=O)Nc2nnc(C)s2)cc1	-3.2%
NNc1nc(-c2ccccc2)cs1	-6.2%
N#CC1=C(N)NC(=S)C(C(N)=O)C1c1ccccc1F (stereo unspecified)	-4.3%
Cc1ccc(S(=O)(=O)Nc2ccc(O)c(Sc3ncn[nH]3)c2)cc1	10µM*
O=C(N/N=C\c1cccc(Cl)c1)c1ccc(Cn2cccn2)o1	-1.4%
CCCN1CCC(=O)N([C@H](CSc2ccc(OC)cc2)c2ccccc2)CC1	-4.6%
COc1cc(C(=O)O)c2c(c1C)OC(=O)c1c(C)cc(O)c(C=O)c1O2	1.0%
O=c1cc(O)nc(SCc2ccccc2)[nH]1	-2.9%
COc1ccc(C2=CSC3=NCCN23)cc1OC	4.4%
CO/N=C/NC(=O)c1ccc([N+](=O)[O-])c(CS(=O)(=O)c2ccc(Cl)cc2)c1	1.6%
CN(C)c1cccc2c(/C=N/O)ccc(N(C)C)c12	-6.8%
CCN(CC)S(=O)(=O)c1cccc(C(=O)N/N=C/c2cc(OC)c(O)c(OC)c2)c1	-8.6%
Cc1ccn2c(NC(C)(C)C)c(-c3cccs3)nc2c1	-6.0%
Cc1c(O)ccc(NS(=O)(=O)c2ccccc2)c1C	3.2%
CC(C)(O)C#Cc1ccc(C(=O)NC2CCCCC2)s1	2.2%
COc1cccc(N2CCN(CC(=O)NCc3ccccc3)CC2)c1	-4.2%
O=C(O)CCc1ccc(-c2ccccc2)n1NC(=O)c1sc2ccccc2c1Cl	-8.0%
CC(/C=N/n1c(-c2ccccn2)n[nH]c1=S)=C\c1ccccc1	-10%
O=C(Nc1cccs1)NC1CCCC1	7.0%
COc1ccc(CC(=O)N2CCN=C2SCc2ccc([N+](=O)[O-])cc2)cc1	-0.3%
Nc1nn2cc(-c3ccccc3)nc2c2ccccc12	-2.8%
CC(=O)c1cccc(Oc2cc(NN3CCCCC3)c([N+](=O)[O-])cc2[N+](=O)[O-])c1	-1.5%
CC(=N\Nc1ccccc1)/C(=N/O)C(=O)Nc1ccccc1	-1.2%

Compounds above with a tert-butyl group, in the order listed:
canonical_smiles	HRP luminol no ALR
CC(=O)Nc1ccc(SCCN2CC[C@@H](C(C)(C)C)CCC2=O)cc1	1.6%
COc1cccc(-n2c(CNC(=O)OC(C)(C)C)n[nH]c2=S)c1	4.6%
Cc1ccn2c(NC(C)(C)C)c(-c3cccs3)nc2c1	-6.0%

Bioassay records (PubChem BioAssay)

These rows are one share of the data (hit frequency here may not be typical).
